UHRF1 MBD2 ctr = UHRF1 methyl-DNA binding inhibition. Q96T88. UHRF1 binding to methylated oligo, TR-FRET. inhibition, % at 4.4 µM. actives 0.75% (n = 370,000). AID 687016; in the data active means inhibition above about 21%;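 further: UHRF1 SRA domain binding a hemimethylated CpG hairpin DNA probe; 0% = median of test compound wells and 100% = reference inhibitor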
DDE Tn7 FP inh = DD(E)-Tn7 binding inhibition, primary FP screen | FP displacement of FITC-Tn7 peptide from fibrin DD(E); 0% = median of compound wells per plate | inhibition, % at 8.3 µM | actives 0.13% (n = 370,000);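 active means inhibition above the mean of compounds falling within the control limits plus 3 SD of them, cut at about 14% in these data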;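 further: 0% = plate median of compound wells and 100% = 10 µM Aha-Tn7 peptide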
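Test system: human clot-derived fibrin DD(E) complex / Quantity: 2 µM final DD(E) protein / Incubation: 10 min plus 3 h, room temperature / Measured by: fluorescence polarization / Benchmarks: high control of 10 µM Aha-Tn7 peptide / Replicates: singlicate testing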
Tn6 DDE FP = DD(E)-Tn6 binding inhibition, primary FP screen | P02675 | Fibrin DD(E) TRITC-Tn6 fluorescence polarization displacement | inhibition, % at 8.3 µM | actives 0.21% (n = 370,000) | AID 720509;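 active means inhibition above a per-campaign cutoff: mean of compounds within control limits plus 3 SD, cut at about 15% in these data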;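 further: 0% = median of all compound wells on the plate and 100% = blocking peptide control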
PLC-beta3 inh = PLC-beta3 (human) inhibition, primary screen. Q01970. AID 720704. Purified PLC-beta3, fluorogenic substrate, fluorescence. inhibition, % at 12.2 µM. actives 0.18% (n = 370,000); in the data active means inhibition above about 11%;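 further: 0% = median of compound wells on plate and 100% = full blocker control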
ARFGAP1 inh = inhibits rat ARF GTPase activating protein 1; Arfgap1-stimulated ARF1 GTP hydrolysis, GDP FP detection; inhibition, % at 16.5 µM; actives 0.26% (n = 360,000);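 active means inhibition above a per-plate limit, mean inhibition of low control wells plus 3 SD, cut at about 25% in these data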;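 further: 0% = DMSO wells with enzyme and 100% = wells lacking Arfgap1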
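Repeats: one replicate per compound; assay system: rat Arfgap1 catalytic domain, aa 1-136; times: enzyme reaction 120 min at 25 °C after 20 min preincubation; detection: FP of antibody-bound GDP Alexa 633 tracer, ex 620/em 688 nm; benchmarks: high control wells lacking Arfgap1, low control full reaction with DMSO; reagent: human ARF1(Δ1-17)-GTP substrate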
sPLA2-III inh = Inhibits HGIII-sPLA2 liposome hydrolysis, primary screen; QFRET BODIPY PC-A2 liposome hydrolysis, fluorescence; Q9NZ20; actives 0.56% (n = 370,000); AID 743126; inhibition, % at 12.2 µM;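 active means inhibition above mean plus 3 SD of compounds lying within the high and low control bounds, cut at about 19% in these data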;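 further: 0% = median of test compound wells and 100% = no enzyme DMSO wells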
KLK7 zymogen act = proKLK7 (human) activation, primary screen; purified proKLK7, EDANS-DABCYL substrate fluorescence; 100% is mature enzyme control, 0% vehicle; activation, % at 7 µM; actives 0.9% (n = 370,000);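 active means activation above the mean of all tested compounds plus 3 SD, computed per campaign excluding outliers beyond control limits, cut at about 13% in these data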
PLC-gamma1 inh = inhibitors of human phospholipase C gamma1 | P19174 | purified PLC-gamma1, fluorogenic substrate, fluorescence | inhibition, % at 12.2 µM | actives 0.84% (n = 370,000) | AID 720700; in the data active means inhibition above about 9.5%
Target sequence (P19174 whole entry, looked up): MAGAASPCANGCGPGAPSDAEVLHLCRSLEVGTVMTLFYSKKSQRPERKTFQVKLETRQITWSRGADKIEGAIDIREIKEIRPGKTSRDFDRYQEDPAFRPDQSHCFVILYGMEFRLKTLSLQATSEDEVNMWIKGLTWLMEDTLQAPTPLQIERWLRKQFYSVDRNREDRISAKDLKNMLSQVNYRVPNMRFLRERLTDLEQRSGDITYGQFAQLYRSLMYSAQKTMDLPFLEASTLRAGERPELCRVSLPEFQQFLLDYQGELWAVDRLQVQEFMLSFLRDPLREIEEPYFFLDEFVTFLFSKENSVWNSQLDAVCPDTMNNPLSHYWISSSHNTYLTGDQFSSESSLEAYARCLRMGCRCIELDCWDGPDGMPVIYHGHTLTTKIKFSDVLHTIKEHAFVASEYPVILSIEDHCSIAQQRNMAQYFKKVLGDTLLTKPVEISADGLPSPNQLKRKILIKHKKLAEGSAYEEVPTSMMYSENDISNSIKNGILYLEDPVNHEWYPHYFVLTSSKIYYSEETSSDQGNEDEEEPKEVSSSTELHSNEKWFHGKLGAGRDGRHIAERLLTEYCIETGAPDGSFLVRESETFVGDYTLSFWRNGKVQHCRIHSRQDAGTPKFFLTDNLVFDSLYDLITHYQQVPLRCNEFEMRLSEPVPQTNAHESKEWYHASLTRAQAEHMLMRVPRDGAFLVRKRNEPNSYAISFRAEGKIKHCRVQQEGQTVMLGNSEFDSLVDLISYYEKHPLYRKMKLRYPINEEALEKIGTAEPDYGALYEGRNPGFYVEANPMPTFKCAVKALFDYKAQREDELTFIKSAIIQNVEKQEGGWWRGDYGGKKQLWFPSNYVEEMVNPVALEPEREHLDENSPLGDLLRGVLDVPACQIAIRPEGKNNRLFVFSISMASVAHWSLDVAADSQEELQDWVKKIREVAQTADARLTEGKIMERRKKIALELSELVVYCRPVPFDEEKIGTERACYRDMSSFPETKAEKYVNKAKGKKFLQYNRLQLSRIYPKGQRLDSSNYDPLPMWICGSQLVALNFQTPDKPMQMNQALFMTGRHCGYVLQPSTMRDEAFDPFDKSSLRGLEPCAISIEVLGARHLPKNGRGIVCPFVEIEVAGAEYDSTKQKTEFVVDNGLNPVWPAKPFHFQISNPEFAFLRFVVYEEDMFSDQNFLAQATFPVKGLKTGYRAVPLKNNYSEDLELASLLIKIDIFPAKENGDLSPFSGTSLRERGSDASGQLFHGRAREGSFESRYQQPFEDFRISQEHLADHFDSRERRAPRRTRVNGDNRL
NR1D1 modulator = modulates human Rev-erb alpha binding to DNA | P20393 | Rev-erbα–FITC-DNA binding, fluorescence polarization, 90 min | activity, % at 10 µM | actives 0.79% (n = 370,000) | AID 1259318;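 active means activity above about 14%, limit read from the data; passing the limit was not always enough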;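 further: 0% = DMSO wells with 35 nM protein and 100% = DMSO wells with 750 nM protein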
ASAP1 inh = ASAP1 ArfGAP inhibition; ASAP1-stimulated ARF1 GTP hydrolysis, GDP FP detection; inhibition, % at 16.5 µM; actives 0.19% (n = 360,000); AID 624377; Q9ULH1; in the data active means inhibition above about 25%;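 further: 0% = vehicle with enzyme and substrate and 100% = no enzyme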
* = called active by the depositor; nt = no result given.

structure	UHRF1 MBD2 ctr	DDE Tn7 FP inh	Tn6 DDE FP	PLC-beta3 inh	ARFGAP1 inh	sPLA2-III inh	KLK7 zymogen act	PLC-gamma1 inh	NR1D1 modulator	ASAP1 inh
CCOC(=O)NC(C(F)(F)F)(C(F)(F)F)P(=O)(c1ccccc1)c1ccccc1	-1	-5	1	-1	-3	1	-0.3	2	5	-8
O=C(O)c1cccnc1SCC(=O)N1CCCc2ccccc21	9	-2	-3	-11	-1	3	0.2	-3	-2	6
Cc1ccc(/C=C/C(=O)NCC2COc3ccccc3O2)o1 (centres undefined)	-4	4	-4	-8	6	-5	0.1	-6	-2	-9
CC1(C)CC(=O)c2sc(NS(=O)(=O)c3ccc(F)cc3)nc2C1	-2	-1	0	0	-12	-3	0.1	-1	5	7
COc1ccc(-c2nc(CSCC(=O)N3CCN(C4CCCCC4)CC3)c(C)o2)cc1OC	1	-3	-2	1	-8	-8	0.8	1	-1	7
C=CCNc1ncnc2c1[nH]c1ccc(C)cc12	3	8	-4	-52	-12	5	4.4	-42	-2	2
CCOP(=O)(OCC)C(NC(=O)Nc1cccc(Cl)c1)C(N)=O (centres undefined)	-1	-1	-3	3	0	4	-0.3	0	-2	8
CC(Sc1nncs1)C(=O)Nc1ccc(S(=O)(=O)Nc2ncccn2)cc1 (centres undefined)	0	0	-3	-2	4	14	0.3	-1	-2	-7
CSc1cccc(NC(=O)c2cccc3cccnc23)c1	-5	2	-5	-2	-6	-11	-0.7	6	2	3
CCCCc1cc(=O)oc2cc(C)cc(OCC(=O)NCCN3CCOCC3)c12	2	3	-2	-121	-1	0	4.0	-79	-1	-15
CCOC(=O)c1c(NC(=O)Cn2ccsc2=N)sc(C)c1C	-2	-4	3	4	0	-2	-0.3	1	-5	-1
S=C(Nc1cccc(Cl)c1Cl)Nn1cnnc1	3	1	4	-3	9	15	-0.2	-2	-3	-25
Cc1ccc(C(=O)NCc2ccccc2F)cc1S(=O)(=O)N1CCCC1	1	7	2	-5	7	-2	0.0	0	6	4
CC(C)CC(C(=O)NC(C)(C)C)N(Cc1cccs1)C(=O)c1snc(C(N)=O)c1N (centres undefined)	0	-3	0	-6	7	-3	-0.6	1	-1	-8
Cc1nc(SCc2cccc(F)c2)[nH]c(=O)c1C#N	-1	3	8	-5	0	-9	0.1	-1	-1	-7
COc1cccc(C2NC(=O)c3ccccc3O2)c1OC (centres undefined)	-1	6	-2	1	4	5	-0.8	-2	2	18
COc1ccc(C(=O)CSc2nnc(-c3ccccn3)n2Cc2ccco2)cc1	-3	-4	4	-1	12	-30	0.2	-2	-1	-2
COC(=O)N1CCCCC1c1cc(C(=O)NCc2ccccc2)no1 (centres undefined)	1	-3	-4	2	-3	5	0.9	10*	-2	1
COCC1CCN(C(=O)C2CCC(=O)N(Cc3ccc(Cl)cc3)C2)CC1 (centres undefined)	0	-1	-4	-4	-1	1	-0.6	5	5	16
O=C(CSc1ccccc1)Nc1ccc(-c2nc3ccccc3[nH]2)cc1	2	0	1	-1	45*	-15	6.4	2	-2	57*

Quoted at random: 2 entries already listed
structure	UHRF1 MBD2 ctr	DDE Tn7 FP inh	Tn6 DDE FP	PLC-beta3 inh	ARFGAP1 inh	sPLA2-III inh	KLK7 zymogen act	PLC-gamma1 inh	NR1D1 modulator	ASAP1 inh
Cc1nc(SCc2cccc(F)c2)[nH]c(=O)c1C#N	-1	3	8	-5	0	-9	0.1	-1	-1	-7
CC(C)CC(C(=O)NC(C)(C)C)N(Cc1cccs1)C(=O)c1snc(C(N)=O)c1N (centres undefined)	0	-3	0	-6	7	-3	-0.6	1	-1	-8

(next part)
structure	UHRF1 MBD2 ctr	DDE Tn7 FP inh	Tn6 DDE FP	PLC-beta3 inh	ARFGAP1 inh	sPLA2-III inh	KLK7 zymogen act	PLC-gamma1 inh	NR1D1 modulator	ASAP1 inh
COc1ccc(CCNC(=O)COC(=O)c2ccc(Br)o2)cc1OC	-1	7	9	-2	7	3	-0.4	-4	3	15
Cc1ccccc1CC1(C)C(=O)Nc2ccc(S(=O)(=O)NC3CCCCC3)cc21 (centres undefined)	-1	-4	7	0	5	-26	0.0	1	-4	-10
O=C1Nc2c(Cl)cc(Cl)cc2C12Nc1ccccc1S2 (centres undefined)	-8	-4	-2	-305	-1	-14	-33	-233	2	17
CCOC(=O)CNC(=O)CSc1ncccc1-c1nc2ccccc2[nH]1	5	-4	4	-76	-4	4	0.3	-55	-3	-14
Cc1cc(C(=O)Nc2ccccc2)c(C)o1	2	0	4	1	-5	-5	0.9	3	0	-3
c1ccc2c(c1)nc(NCCN1CCOCC1)c1nncn12	0	4	1	0	5	2	-0.2	-1	1	16
CCCC12CN(C(=O)c3ccco3)CC(CCC)(CN(C(=O)c3ccco3)C1)C2=O	0	3	9	-2	-4	2	0.3	-2	-2	-14
CCc1ccnc(NC(=O)NS(=O)(=O)c2ccc(C)cc2)c1	-4	0	0	-3	10	-7	0.0	1	-3	-1
O=C(NC12CC3CC(CC(C3)C1)C2)N1CCC(n2nnc3ccccc32)CC1	-1	4	5	0	-17	6	0.7	1	-1	7
Cc1ccc(CN(CC(=O)N/N=C/c2ccccc2[N+](=O)[O-])S(=O)(=O)c2ccc(C)cc2)cc1	0	0	-5	2	3	-15	-0.2	5	-1	-5
c1ccc(-n2c(-c3ccco3)nnc2N2CCOCC2)cc1	-2	3	0	-6	-3	-1	0.0	1	-4	1
COc1ccccc1C(=O)NCCC(=O)NCC1CCCO1 (centres undefined)	2	0	4	-8	5	14	-0.6	0	4	-5
Cc1ccc(N(Cc2ccccc2)C(=O)c2ccc(F)cc2)cc1	1	-6	-1	-6	-1	-2	0.2	1	-3	-3
Cc1ccccc1N=C1Nc2ccccc2N[C@]12C[C@H]1CCC(=O)N3CC[C@@H](C2)[C@@H]13	2	4	-5	-1	-3	5	0.5	0	-2	6
Cc1ccc(C)c(OCc2cc(C(=O)NC(c3ccccn3)C(F)(F)F)no2)c1 (centres undefined)	0	0	4	-9	-2	-3	-0.6	-1	11	0
C(=C\c1ccccc1)/CN1CCN(C(CCc2ccccc2)c2nnnn2C2CCCCC2)CC1 (centres undefined)	-1	6	3	2	9	-16	-0.5	-3	2	9
CN(C)C(=S)Nc1ccc(Br)cc1Cl	4	5	12	-6	17	2	0.4	0	2	1
COc1cc(/C=N/Nc2ccc(Cl)nn2)cc(OC)c1O	-1	2	3	-3	0	-5	0.1	3	-2	3
O=S(=O)(NCC1CCCO1)c1cnc(Cl)c(Cl)c1 (centres undefined)	5	1	-1	-3	4	-1	0.5	1	0	-5
Cc1cc(C)c(OCC(=O)Nc2cccc(O)c2)cc1C	4	1	-4	1	6	-20	-1.1	2	3	4

(cont.)
structure	UHRF1 MBD2 ctr	DDE Tn7 FP inh	Tn6 DDE FP	PLC-beta3 inh	ARFGAP1 inh	sPLA2-III inh	KLK7 zymogen act	PLC-gamma1 inh	NR1D1 modulator	ASAP1 inh
Cn1c(COc2ccc([N+](=O)[O-])cc2)nnc1SCC(N)=O	1	0	-2	-6	10	8	-0.1	1	0	11
CC(C)C[C@@H]1COc2cc(Br)ccc2S(=O)(=O)N1Cc1cn(Cc2ccc(C(F)(F)F)cc2)nn1	-3	-9	6	-14	nt	1	0.7	2	0	nt
Cc1ccc(C(=O)Oc2ccccc2N2C(=O)C3CCCCC3C2=O)cc1 (centres undefined)	-1	1	4	0	9	-8	0.2	6	0	-1
COc1ccccc1OCC(=O)Nc1ccc(NC(=O)COc2ccccc2OC)cc1	-2	-2	0	-4	-2	10	0.3	0	-3	0
CC(=O)c1cccc(NC2c3ccccc3C(=O)N2Cc2ccco2)c1 (centres undefined)	2	1	-8	-41	12	1	0.7	-23	3	6
COCc1nnc(NC(=O)CC(c2ccccc2)c2ccccc2)s1	3	5	10	1	1	-11	-0.4	1	2	-6
O=C(O)Cn1cnc2c(oc3ccccc32)c1=O	2	2	-8	1	-13	12	-0.1	5	1	2
C=CCNC(=O)/C(C#N)=C/c1c(N2CCN(c3ccccc3)CC2)nc2c(C)cccn2c1=O	-3	9	-6	-122	-20	-2	11	-98	-4	2
COCCn1c(SCC(=O)NNC(=O)c2ccccc2)nc2ccccc21	-2	-1	8	4	-2	-2	-0.3	1	0	0
O=c1[nH]c(-c2ccccc2F)nc2c1sc(=S)n2Cc1ccccc1	1	1	4	0	13	-4	-0.4	1	24*	-1
CC1(N2CCOCC2)C(=O)c2ccccc2C1=O	7	4	3	1	-3	0	0.3	1	-3	-1
CCc1ccc(C(=O)COC(=O)C(CCSC)NC(=O)c2ccccc2)cc1 (centres undefined)	-1	0	-4	2	-8	-11	-0.2	2	1	3
CCc1cccc(CC)c1NC(=O)CSc1nc2ccc(N3C(=O)C4C5C=CC(C5)C4C3=O)cc2s1 (centres undefined)	-3	10	-3	-1	2	-14	0.3	-3	5	-4
O=C(Cn1c(=O)n(-c2ccccc2)c(=O)n1CC(=O)N1CCCCC1)N1CCCCC1	-1	-1	7	0	-3	0	-0.2	2	0	-22
CC(C)n1c(/N=C/c2ccccc2O)nc2ccccc21	-3	2	3	0	-7	-1	-0.6	4	-4	-9
O=C(NNC(=S)Nc1ccc(Br)cc1)c1ccccc1	-3	-1	-2	-3	3	20*	0.5	-1	-1	-15
CCNc1c(N)c(=O)oc2ccccc12	3	-2	-7	2	6	4	-0.1	0	2	1
CCC(=O)Nc1nnc(S(=O)(=O)N2CCCCCC2)s1	0	-7	-3	3	-3	-3	-1.1	0	-2	-4
OC(c1ccccc1)(c1ccccc1)C1CCN(CCCNc2cccc(Br)c2)CC1	0	4	0	3	nt	-8	0.5	5	11	nt
CCOC(=O)c1cnc(-c2ccccc2)nc1N	1	-2	-4	2	10	4	0.1	2	3	1

(more compounds)
structure	UHRF1 MBD2 ctr	DDE Tn7 FP inh	Tn6 DDE FP	PLC-beta3 inh	ARFGAP1 inh	sPLA2-III inh	KLK7 zymogen act	PLC-gamma1 inh	NR1D1 modulator	ASAP1 inh
O=S(=O)(c1cccs1)N1CCc2ccccc2C1	3	5	9	3	-1	3	-0.2	3	2	11
COc1ccc(N2CCN(C(=O)COC(=O)CCc3ccccc3)CC2)cc1	0	4	4	-11	-7	12	0.6	2	2	-8
c1ccc(OCCSc2nnc3sc4ccccc4n23)cc1	-1	-4	-7	5	6	-3	1.5	2	nt	13
Cc1[nH]nc2c1/C(=N\O)CCC2	11	1	7	1	-14	3	-0.4	2	4	7
COc1ccc(C(=O)N2CCCCC2)cc1S(=O)(=O)Nc1ccccc1	1	11	0	3	2	-1	0.1	0	-4	15
CC(=O)Nc1cccc(C(=O)NNC(=O)c2ccccc2-n2cccc2)c1	0	2	-4	-8	-5	13	0.3	-2	0	7
CC(=O)NC(CC(=O)OCc1ccc([N+](=O)[O-])cc1)c1ccccc1 (centres undefined)	-1	0	-2	-3	-2	0	-0.3	1	8	-19
COc1cc(C(O)c2nc(-c3cncnc3)cs2)ccc1F (centres undefined)	-1	-2	1	0	7	1	-1.0	-2	-5	-3
CN=C1SC(CC(=O)Nc2ccc(F)cc2F)C(=O)N1/N=C/c1ccc(OC(F)F)c(OC)c1 (centres undefined)	0	4	-3	2	2	-1	0.2	2	1	-14

High-throughput results: PubChem, several laboratories
